PG9 binder – PG9 antibody binding by small molecule | inhibition, % at 6.7 µM | AID 624416 | TR-FRET gp120-PG9 antibody binding | hit rate 0.43% among 360,000; in the data active = inhibition above about 8.5%
PRMT1 FP inh – blocks human protein arginine methyltransferase 1; Q99873; recombinant PRMT1, activity-based probe fluorescence polarization; inhibition, % at 2.79 µM; hit rate 1.3% among 370,000; AID 652257;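 active = inhibition above about 21% made by adding two undisclosed values, limit read from the data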
Target sequence (Q99873 whole entry, looked up): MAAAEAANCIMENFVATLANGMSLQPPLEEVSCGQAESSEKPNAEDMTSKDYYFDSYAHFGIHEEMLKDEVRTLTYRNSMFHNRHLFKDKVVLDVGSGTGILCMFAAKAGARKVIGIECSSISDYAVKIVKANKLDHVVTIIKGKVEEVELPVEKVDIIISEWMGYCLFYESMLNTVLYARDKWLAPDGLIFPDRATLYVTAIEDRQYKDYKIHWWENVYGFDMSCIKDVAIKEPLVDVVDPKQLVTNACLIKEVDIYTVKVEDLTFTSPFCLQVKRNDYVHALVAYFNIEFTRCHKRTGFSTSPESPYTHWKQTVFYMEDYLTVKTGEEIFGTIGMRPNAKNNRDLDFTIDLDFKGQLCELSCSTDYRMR
HTRA1 inhibitor – blocks human HTRA1 serine peptidase; recombinant HTRA1, FP-rhodamine activity-based probe, fluorescence polarization; inhibition, % at 5.96 µM; hit rate 0.5% among 340,000; in the data active = inhibition above about 36%;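 note: 0% = enzyme with DMSO and 100% = wells lacking enzyme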
mABHD4 FP – ABHD4 (mouse) inhibition, primary FP screen; Q8VD66; purified mABHD4, FP-Rh probe fluorescence polarization; inhibition, % at 8.92 µM; hit rate 0.54% among 370,000; AID 720543;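 active = inhibition exceeding the mean over every tested compound plus 3 SD, cut at about 30% in these data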;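 note: 0% = plate median of compound wells and 100% = S159A mutant with DMSO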
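Test system: mouse ABHD4 enzyme, wild type. Reagent: FP-Rh fluorescent activity-based probe, added after compound pre-incubation. Timing: pre-incubation 45 min, probe exposure 60 min, at 25 °C. Technique: FP readout, ex 525 nm / em 598 nm. Benchmarks: high control S159A mutant with DMSO, low control median of compound wells.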
TCR-CD3 inh – blocks the human TCR-CD3 interaction; TAMRA-labeled TCR probe fluorescence, biochemical; inhibition, % at 9.4 µM; hit rate 0.37% among 360,000; AID 651800; in the data active = inhibition above about 19%;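 note: recombinant mutant TCR 2C K166C tagged with TAMRA read by polarization; 0% = receptor in buffer alone and 100% = receptor with positive control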
NR1D1 modulator – Rev-erb alpha (human) modulation; P20393; Rev-erbα–FITC-DNA binding, fluorescence polarization, 90 min; activity, % at 10 µM; hit rate 0.79% among 370,000; AID 1259318;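 active = activity above about 14%, limit read from the data; passing the limit was not always enough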;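 note: 0% = DMSO wells with 35 nM protein and 100% = DMSO wells with 750 nM protein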
LEDGF integ inh – blocks HIV-1 LEDGF/p75-dependent DNA integration; TR-FRET IN-LEDGF/p75 DNA integration, Eu/Cy5; inhibition, % at 3.7 µM; hit rate 0.64% among 370,000; AID 743269;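 active = inhibition above the screen-wide mean plus 3 SD, cut at about 13% in these data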;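 note: signal is the Cy5 over europium emission ratio at 671 and 618 nm; 0% = plate median of compound wells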
TDP2 absorb – TDP2 (human) inhibition, absorbance primary screen. hit rate 0.34% among 370,000. AID 720702. recombinant TDP2, T5PNP hydrolysis, p-nitrophenol absorbance 415 nm. O95551. inhibition, % at 12.8 µM;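 active = inhibition above the mean of all tested compounds plus 3 SD, set per campaign, cut at about 25% in these data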;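 note: 0% = DMSO with enzyme and 100% = buffer with substrate but no TDP2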
Target sequence (O95551 whole entry, looked up): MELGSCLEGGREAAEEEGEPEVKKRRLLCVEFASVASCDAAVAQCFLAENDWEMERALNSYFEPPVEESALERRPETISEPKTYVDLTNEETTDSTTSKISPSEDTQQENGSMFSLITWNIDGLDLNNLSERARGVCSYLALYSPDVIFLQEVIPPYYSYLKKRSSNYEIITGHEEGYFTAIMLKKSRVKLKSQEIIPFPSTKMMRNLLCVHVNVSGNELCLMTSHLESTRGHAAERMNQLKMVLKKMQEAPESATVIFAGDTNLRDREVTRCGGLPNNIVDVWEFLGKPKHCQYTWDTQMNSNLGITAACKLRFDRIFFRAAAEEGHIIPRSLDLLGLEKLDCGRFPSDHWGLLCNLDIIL
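Material: recombinant human TDP2; quantity: TDP2 enzyme at 120 nM final; medium: Tris-HCl pH 7.5 with MgCl2; compound: single concentration, 12.8 µM nominal, with 1% DMSO; incubation: 2 h enzyme incubation at 37 °C; signal: epi absorbance; measure: percent inhibition; benchmarks: high control without enzyme, low control DMSO plus TDP2; repeats: singlicate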
SIAE primary – inhibitors of human sialic acid acetylesterase SIAE; SIAE FP-Rh probe binding, fluorescence polarization; Q9HAT2; hit rate 0.69% among 370,000; AID 1053197; inhibition, % at 9.66 µM;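 active = inhibition above a cutoff: mean of compounds within the control limits plus 3 SD of those, cut at about 17% in these data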;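 note: 0% = plate median of compound wells and 100% = probe without SIAE protein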
rCAG binder – r(CAG) repeat RNA binding; inhibition, % at 3 µM; hit rate 1.3% among 370,000; TO-PRO-1 dye displacement fluorescence; AID 651821;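 active = inhibition above the plate cutoff, the mean of all test compounds on that plate plus 3 SD, cut at about 35% in these data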;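 note: 0% = DMSO alone and 100% = 100 µM mitoxantrone as full dye displacement; higher means more dye released from RNA so lower well fluorescence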
Numbers without * were called inactive; nt = no result given.

SMILES	PG9 binder	PRMT1 FP inh	HTRA1 inhibitor	mABHD4 FP	TCR-CD3 inh	NR1D1 modulator	LEDGF integ inh	TDP2 absorb	SIAE primary	rCAG binder
CCCCOc1ccc(NC(=O)CSCC(=O)OCC)cc1	-3.3	-1.9	-9.2	-0.7	5.8	3.3	-1.0	-6.7	-0.7	-5.2
CCOC(=O)N1CCN(S(=O)(=O)c2ccc3[nH]c(=O)oc3c2)CC1	2.0	4.7	8.1	4.9	-6.3	1.9	-6.5	-5.9	1.4	-3.1
O=C(CSc1ccc(F)cc1)NCCSc1ccccc1	-0.8	2.6	-2.0	0.9	-7.2	-4.3	-3.0	4.3	-6.8	-5.8
COC(=O)[C@]12C[C@H](CC(=O)N3CCSCC3)C(=O)N(Cc3ccccc3)C1=C[C@H](C(C)C)O[C@@H]2C1CC1	-1.8	2.8	nt	-2.1	0.4	-2.9	4.6	-0.8	1.3	1.3
CCOC(=O)C1=C(C(=O)OCC)C2N(Cc3ccc(Br)cc3)c3ccccc3[C@@]23C[C@@H](C(=O)OC)N(S(=O)(=O)c2cccs2)C3=N1 (some centres not stated)	1.6	0.6	nt	-7.5	-1.1	-3.0	-4.4	-10.6	-3.4	11.0
CC(Oc1ccccc1)C(=O)Nc1cccc(NC(=O)c2ccco2)c1 (configuration not stated)	-1.2	-5.5	-5.2	-8.6	6.9	10.4	3.2	-15.4	-6.8	-0.1
c1ccc(C(c2nnnn2C2CCCC2)N2CCN(c3nc4ccccc4s3)CC2)cc1 (configuration not stated)	0.6	3.5	0.4	-4.3	-6.7	-2.5	-4.0	-9.7	1.3	2.6
Cc1ccc(NC(=O)NC2CC(=O)N(c3ccc4c(c3)OCCO4)C2)cc1F (configuration not stated)	0.3	0.4	-7.7	-5.2	1.0	-0.5	-0.7	8.1	2.5	0.8
O=S(=O)(c1ccccc1F)N1CCC(c2nc3ccccc3[nH]2)CC1	2.0	0.5	-1.5	0.3	5.8	4.5	-3.2	-1.2	-3.1	4.2
COc1ccc(/C=C(\NC(=O)c2ccccc2)C(=O)N2CCCCC2)cc1OC	-3.6	-2.4	2.2	1.4	1.2	-5.1	6.6	-8.9	15.0	-3.7
C/C(=N\OCC(=O)Nn1c(C)nc2ccccc2c1=O)c1ccccc1	-1.5	-0.5	3.2	-5.8	5.5	3.8	-0.2	9.9	-5.3	-1.4
O=c1c2c(-c3ccccc3)ccnc2[nH]n1-c1ccccc1	-13.9	1.0	9.0	-1.3	-1.3	4.6	-8.2	-0.2	4.6	3.7
CCc1cccc(CC)c1NC(=O)CNCc1cccs1	0.0	2.4	5.4	11.9	0.9	1.4	2.7	7.0	6.2	-2.2
Cc1nc2ccc(NC(=S)N3CCCC3)cc2nc1C	-0.6	-0.4	-1.0	1.5	0.6	0.5	5.0	-14.7	-6.5	-1.2
Cc1cc(C)c2c(c1)SC1=NC(c3ccccc3)(C(F)(F)F)NC(=O)N12 (configuration not stated)	-0.3	0.7	5.2	-5.3	2.4	-2.7	-3.4	-2.9	0.6	0.4
CN1CCN(c2ccc(Nc3ccnc4cc(Cl)ccc34)cc2)CC1	-1.9	0.5	-4.5	6.6	1.2	8.6	-2.5	-7.8	-0.3	1.2
CC(C)c1ccc(NC2CCCN(C(=O)CC3CCCC3)C2)cc1 (configuration not stated)	-1.6	0.6	-3.4	13.3	7.0	3.8	-0.1	7.8	5.4	-8.2
COc1ccc(C(=O)/C=C(/C)N(C)C)cc1	0.8	3.9	3.9	6.0	-1.0	-0.7	-4.8	9.6	-5.8	-2.7
Cc1ccccc1-c1nnc(SCC(=O)Nc2ccc(Cl)cc2)n1N	1.7	0.5	-5.7	-1.0	-5.2	11.6	1.1	-0.6	-2.1	-1.4
COC(=O)c1c(C)[nH]c(C(=O)CSc2ncnc3sc(-c4ccccc4)cc23)c1C	-1.3	2.6	-0.4	0.2	-5.4	9.3	-2.0	-6.7	-9.3	1.8
O=C(c1ccc(COc2ccc(Br)cc2)o1)N1N=C(C(F)F)CC1(O)C(F)F (configuration not stated)	-0.9	-1.3	-21.8	-36.5	-4.8	-0.2	2.5	-11.1	-17.1	4.0
NS(=O)(=O)c1ccc(CCNC(=O)c2ccc(C#CC3(O)CCCCC3)cc2)cc1	0.1	-2.2	-13.6	-2.0	10.6	3.4	0.9	-7.8	1.1	4.5
O=C(Nc1ccccc1N1CCCC1)C1CCN(S(=O)(=O)c2ccc(F)cc2)CC1	-1.9	-6.2	-4.9	-11.3	2.6	7.6	2.7	2.0	1.4	2.4
Cc1ccc(NC(=O)CN2CCN(Cc3ccccc3)CC2)cc1	-2.4	4.3	-3.7	-7.1	0.3	7.3	3.1	-7.9	-1.7	-24.6
O=C(O)CCC(=O)N(Cc1cccs1)Cc1cccs1	-4.0	-2.4	-0.3	4.6	4.1	0.9	3.6	-4.3	-3.2	2.2
COc1cc(CCCN2C(=O)C(=O)NC[C@@H]2CC2CCCCC2)cc(OC)c1OC	-1.2	1.1	-5.5	6.6	5.1	-0.4	1.1	8.4	-2.6	-10.8
O=C(Nc1cc(Cl)ccc1Cl)Nn1cnnc1	0.4	3.5	-1.0	3.2	-5.0	-4.4	0.6	2.0	2.6	-0.8
c1ccc(-c2cn(C[C@H]3CC[C@@H]([C@@H]4CC[C@H](Cn5cc(-c6ccccc6)nn5)O4)O3)nn2)cc1	0.3	-0.3	-10.4	7.9	4.8	-0.2	0.5	-1.4	-2.6	-1.4
CC1(C)C(C=C(Cl)Cl)C1C(=O)N(Cc1cccc(Cl)c1)C1CCS(=O)(=O)C1 (configuration not stated)	1.6	3.1	-11.7	-4.0	-1.2	8.7	-1.1	1.6	-0.8	0.7
Cc1cc(C)c(NC(=O)CS(=O)CC(=O)Nc2cccnc2)c(C)c1 (configuration not stated)	-0.6	-1.5	10.3	3.7	6.1	-6.4	-1.5	17.1	-2.8	-1.5
Nc1nc2c(ncn2[C@@H]2O[C@H](CNS(=O)(=O)C3CC3)[C@@H](O)[C@H]2O)c(=O)[nH]1	1.3	4.0	nt	0.9	1.1	10.1	3.1	8.3	2.0	0.0
Cc1ccccc1-n1c(SCC(=O)N2CCCC2)nnc1-c1ccccn1	-2.0	-1.6	3.0	-0.4	7.7	-2.0	-3.2	3.0	5.1	-3.2
Cc1cc2nc(-c3ccc(SCC(=O)Nc4ccc5c(c4)OCCO5)nc3)[nH]c2cc1C	0.5	-5.1	-24.2	-34.3	7.7	nt	-0.8	4.6	-25.4	-1.9
Cn1c(-c2ccccc2)cnc1SCC(=O)N1CCCCC1	0.0	1.7	2.9	0.0	1.4	-1.8	2.4	-12.3	-2.6	1.1
Cc1cc(C)cc(C(=O)Nc2ccc(N3CCN(C(=O)c4ccco4)CC3)cc2)c1	-2.5	3.0	3.0	0.0	1.3	1.0	-3.3	7.7	-4.8	-4.3
O=C(CC1c2ccccc2Oc2ccccc21)Nc1ccccc1C(F)(F)F	-0.1	-3.8	1.9	1.1	4.4	4.4	1.1	-0.3	0.7	-3.5
Cc1cc(C)nc(Oc2ccc([N+](=O)[O-])cc2)n1	-2.2	-4.5	-1.7	2.6	-3.1	3.3	1.5	-2.3	5.4	-2.9
Nc1nnc(SCn2nnc3ccccc3c2=O)s1	-3.0	1.2	-3.7	1.0	-3.0	3.2	0.5	6.6	3.2	0.4
CCCOc1ccc(C2NC(=O)CCC2[N+](=O)[O-])cc1 (configuration not stated)	-2.2	4.9	2.5	-3.8	6.5	-0.2	0.2	-3.3	-2.0	1.6
O=C(O)c1ccc(N/N=C/c2c[nH]c3ccccc23)cc1	-27.9	4.8	8.5	7.2	-2.9	-6.0	-1.1	9.3	2.7	5.2
CCCCN(CCCNC(=O)Cn1nc(CC)n2c(cc3sc(C)cc32)c1=O)Cc1ccccc1	-1.0	0.4	3.2	-2.3	-1.8	-6.7	-3.0	-4.0	-1.8	-9.2
O/N=C(/c1ccccc1)c1cc2cc(Br)cc(Br)c2o1	2.2	-1.4	-15.9	-38.4	-0.8	0.6	6.4	-27.3	-8.2	7.7

Screening results as filed in PubChem.

An excerpt. The share of hits here may be higher or lower than overall.
